Assay outcomes (PubChem)
HCT116 PTEN-null – PTEN-deleted cell growth suppression. HCT116 PTEN-null viability, CellTiter-Glo, 60 h; stronger effect = lower value. viability, % at 10 µM. actives 1.2% (n = 140,000);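 active = viability at or below a set limit, 4 SD under the median of all tested compounds, cut at about 3.7% in these data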;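 note: PTEN knockout HCT116 line with beta catenin targeted HCT116 as companion control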
E-sel TNF inh – blocks E-selectin expression induced by TNF alpha; HUVEC TNFa-induced E-selectin immunofluorescence, high content; inhibition, % at 2 µM; actives 0.71% (n = 120,000); AID 1246;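 active = inhibition above the batch mean plus 3 SD, and confirmed as a hit on visual image review, cut at about 43% in these data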;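 note: 0% = TNF-stimulated DMSO wells and 100% = unstimulated control wells; not every result past the cut was called active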
NPY Y2 blocker – NPY-Y2 (human) receptor antagonism; NPY-Y2 expressing cells, antagonist mode; actives 0.99% (n = 140,000); inhibition, % at 2.7 µM; in the data active = inhibition above about 17%;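 note: 0% = vehicle with agonist challenge and 100% = reference antagonist with challenge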
Target sequence (P49146 whole entry, looked up): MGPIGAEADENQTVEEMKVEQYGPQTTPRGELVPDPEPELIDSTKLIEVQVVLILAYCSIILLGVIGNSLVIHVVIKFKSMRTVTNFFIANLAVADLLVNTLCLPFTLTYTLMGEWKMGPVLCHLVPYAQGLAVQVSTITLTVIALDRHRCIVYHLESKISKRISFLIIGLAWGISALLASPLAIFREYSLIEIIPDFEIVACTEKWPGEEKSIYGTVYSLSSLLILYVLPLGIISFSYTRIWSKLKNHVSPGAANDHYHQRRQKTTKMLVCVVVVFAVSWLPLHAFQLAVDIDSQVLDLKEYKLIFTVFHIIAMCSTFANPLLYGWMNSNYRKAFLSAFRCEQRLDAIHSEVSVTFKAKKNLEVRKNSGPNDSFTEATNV
MRP1 act – activates MRP-1; H69AR cells + doxorubicin, viability rescue, CellTiter-Glo; viability increase, % at 10 µM; actives 0.61% (n = 140,000);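 active = viability gain under doxorubicin at or above a set limit, the compound median plus 3 SD, cut at about 4.7% in these data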;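 note: MRP-1 overexpressing cells given doxorubicin 25 µM after compound pretreatment; 18-22 h compound pretreatment then 72 h with doxorubicin before readout; 0% = doxorubicin-only wells and 100% = vehicle-treated cells without doxorubicin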
BB579 growth dn – reduces growth of yeast BB579 in restrictive medium; S. cerevisiae BB579 growth, OD615, 48 h; inhibition, % at 10 µM; actives 0.51% (n = 140,000);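 active = inhibition above a set limit, 3 SD over the mean compound inhibition, cut at about 44% in these data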; note: inactives centre near -24
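test system = yeast BB579 (DeaD) | buffer or medium = restrictive CSMM-D medium | doses = single compound dose of 10 µM, 0.25% DMSO final | times = 4 h preincubation and 48 h exposure at 30 °C | technique = culture absorbance at 615 nm | benchmarks = amphotericin B 10 µg/mL, positive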
Yeast life ext – extends the lifespan of yeast | S. cerevisiae growth with nicotinamide, OD615; deaD strain in restrictive glucose medium | AID 775 | actives 0.68% (n = 130,000) | inhibition of the nicotinamide effect, % at 10 µM;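 active = inhibition above a set limit, placed 3 SD over the median of all compounds, cut at about 26% in these data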;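 note: 0% = nicotinamide-treated wells and 100% = cells grown without nicotinamide; some compounds called inactive have numbers as strong as hits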
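System: DeaD-strain S. cerevisiae / Buffer or medium: CSMM-D, restrictive glucose (dextrose) synthetic minimal medium / Probe or stimulus: nicotinamide, 1.5 mM, co-present with compound / Compound: one concentration, 10 µM, DMSO 0.25% / Incubation: 48 h compound exposure at 30 °C, humidified / Technique: optical density (absorbance) at 615 nm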
Measles CPE – protection of cells from measles virus; Measles virus-infected cells, CPE protection, absorbance; actives 1.5% (n = 140,000); protection (pct of control), % at 4 µM; in the data active = protection mostly above about 24%, no sharp cut-off; inactive = mostly below about 26%; note: some compounds called inactive have numbers as strong as hits
HCT116 bCat-KO – beta-catenin-lacking colon tumor cell growth suppression. HCT116 beta-catenin knockout viability, CellTiter-Glo, 60 h; stronger effect = lower value. actives 1.5% (n = 140,000). AID 818. viability, % at 10 µM;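 active = viability at or under a set limit, the compound median less 4 SD, cut at about 6% in these data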;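 note: 0% = Hyamine 1622 control at 20 µM and 100% = untreated cell control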
Phagocytosis inh – inhibitors of macrophage phagocytosis; J774A.1 macrophage IgG-bead phagocytosis, imaging; AID 1029; actives 0.07% (n = 110,000); inhibition, % at 5 µM;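 active = inhibition above the mean of the plate negative controls plus 5 SD, cut at about 13% in these data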;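 note: phagocytic index as fraction of beads internalized from green versus red external bead signal; plate controls were DMSO negative control for no effect and cytochalasin-D positive control for full effect; some results beyond the cut were filed as inactive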
GALR2 antag – GALR2 (human) receptor antagonism | actives 0.39% (n = 140,000) | O43603 | inhibition, % at 4 µM | GALR2-expressing cells, antagonist mode | AID 828; in the data active = inhibition above about 27%;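 note: cells stimulated with galanin 1-16 at roughly its EC80; 0% = agonist challenge control and 100% = basal control without agonist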
Target sequence (O43603 whole entry, looked up): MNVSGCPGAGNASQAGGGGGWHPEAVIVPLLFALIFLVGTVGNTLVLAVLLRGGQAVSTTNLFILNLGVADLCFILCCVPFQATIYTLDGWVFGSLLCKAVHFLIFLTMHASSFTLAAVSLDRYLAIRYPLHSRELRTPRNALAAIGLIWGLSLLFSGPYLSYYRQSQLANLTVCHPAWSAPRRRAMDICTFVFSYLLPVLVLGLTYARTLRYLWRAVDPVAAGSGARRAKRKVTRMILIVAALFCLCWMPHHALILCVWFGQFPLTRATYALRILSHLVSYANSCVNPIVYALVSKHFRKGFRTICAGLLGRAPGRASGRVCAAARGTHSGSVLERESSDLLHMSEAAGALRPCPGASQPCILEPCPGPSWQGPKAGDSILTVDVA
* = called active by the depositor. An unsorted share of the library. About 6.4% of those tested had a hit in this group.

`COc1ccc(C(N)CCc2ccc(C)o2)cc1` (configuration not stated) gave HCT116 PTEN-null 79, E-sel TNF inh 6, NPY Y2 blocker 1, MRP1 act -1.5, BB579 growth dn -19, Yeast life ext -6, Measles CPE 3, HCT116 bCat-KO 77, Phagocytosis inh -2 and GALR2 antag -9.
`COc1cc(NC(=S)Nc2cccc(Cl)c2Cl)c(OC)cc1Cl` gave HCT116 PTEN-null 110, E-sel TNF inh -56, NPY Y2 blocker 4, MRP1 act -1.8, BB579 growth dn -39, Yeast life ext 11, Measles CPE 6, HCT116 bCat-KO 101, Phagocytosis inh 4 and GALR2 antag 13.
COc1cc(OC)cc(C(=O)NC(=S)Nc2ccc(N3CCCC3)cc2)c1 was read as HCT116 PTEN-null 86, E-sel TNF inh 24, NPY Y2 blocker 3, MRP1 act -3.7, BB579 growth dn -33, Yeast life ext -1, Measles CPE 5, HCT116 bCat-KO 89, Phagocytosis inh -10 and GALR2 antag -9.
Screening CCCN(CCC)C(=O)c1ccc2c(c1)N(Cc1ccccc1)C(=O)CS2=O (configuration not stated) returned HCT116 PTEN-null 101, E-sel TNF inh -17, NPY Y2 blocker 0, MRP1 act -2.0, BB579 growth dn -9, Yeast life ext -10, Measles CPE 1, HCT116 bCat-KO 88, Phagocytosis inh 0 and GALR2 antag 5.
`O=C(Nc1ccc(Cl)cn1)C1CCCN1S(=O)(=O)c1cccc2ccccc12` (configuration not stated) gave HCT116 PTEN-null 69, E-sel TNF inh 2, NPY Y2 blocker 0, MRP1 act -2.4, BB579 growth dn -28, Yeast life ext 4, Measles CPE 3, HCT116 bCat-KO 75, Phagocytosis inh -1 and GALR2 antag 13.
COc1ccc(CCn2c(C)cc(C(=O)CSc3nc(N)cc(=O)[nH]3)c2C)cc1 was read as HCT116 PTEN-null 47, NPY Y2 blocker 4, MRP1 act 0.0, BB579 growth dn -51, Yeast life ext -4, Measles CPE 7, HCT116 bCat-KO 37 and GALR2 antag 11.
CN(C)S(=O)(=O)N1CCN(CC(O)COc2ccc3cc(Br)ccc3c2)CC1 (configuration not stated) was read as HCT116 PTEN-null 51, E-sel TNF inh 2, NPY Y2 blocker 4, MRP1 act -2.5, BB579 growth dn 15, Yeast life ext -17, Measles CPE 5, HCT116 bCat-KO 55, Phagocytosis inh -2 and GALR2 antag 15.
CCOc1ccc2c(c1)n([O-])c1c([n+]2=O)CCCC1 was read as HCT116 PTEN-null 98, E-sel TNF inh -49, NPY Y2 blocker -1, MRP1 act -5.6, BB579 growth dn -25, Yeast life ext -7, Measles CPE 6, HCT116 bCat-KO 90, Phagocytosis inh 2 and GALR2 antag 9.
For CCCCNC(=O)C(=O)N/N=C/c1ccc(OCC(=O)Nc2cccc(OC)c2)c(OC)c1 the results were HCT116 PTEN-null 95, NPY Y2 blocker 1, MRP1 act -1.2, BB579 growth dn -24, Yeast life ext -6, Measles CPE 9, HCT116 bCat-KO 91, Phagocytosis inh -1 and GALR2 antag 5.
`CCOC(=O)C1CCN(S(=O)(=O)c2ccc(C)cc2)CC1` gave HCT116 PTEN-null 86, E-sel TNF inh 3, NPY Y2 blocker 0, MRP1 act -3.0, BB579 growth dn -14, Yeast life ext 1, Measles CPE 14, HCT116 bCat-KO 81, Phagocytosis inh -2 and GALR2 antag -12.
For O=C1CC(c2ccc3c(c2)OCO3)Sc2nc3ccccc3n21 (configuration not stated) the results were HCT116 PTEN-null 89, E-sel TNF inh 19, NPY Y2 blocker 7, MRP1 act 1.1, BB579 growth dn -31, Yeast life ext -20, Measles CPE 20, HCT116 bCat-KO 93, Phagocytosis inh 4 and GALR2 antag 20.
Screening O=C(c1cn(-c2ccccc2)nc1-c1cccs1)N(CCO)Cc1ccccc1 returned HCT116 PTEN-null 39, E-sel TNF inh -13, NPY Y2 blocker 5, MRP1 act -5.3, BB579 growth dn -3, Yeast life ext -10, Measles CPE 4, HCT116 bCat-KO 47 and GALR2 antag 2.
`C/C(=N/NC(=O)Cc1ccccc1)c1ccc(C)s1` gave HCT116 PTEN-null 110, NPY Y2 blocker 15, MRP1 act 3.0, BB579 growth dn -19, Yeast life ext -4, Measles CPE 13, HCT116 bCat-KO 103 and GALR2 antag 4.
Screening CC1SC(=Nc2ccccc2)N(S(=O)(=O)c2ccccc2)C1=O (configuration not stated) returned HCT116 PTEN-null 95, NPY Y2 blocker 3, MRP1 act 2.7, BB579 growth dn -46, Yeast life ext 9, Measles CPE 25, HCT116 bCat-KO 93, Phagocytosis inh -6 and GALR2 antag -2.
Screening CSc1nc(N2CCCC2)c2c(c1C#N)CC(C)(C)OC2 returned HCT116 PTEN-null 97, E-sel TNF inh -10, NPY Y2 blocker 0, MRP1 act -2.5, BB579 growth dn 1, Yeast life ext -7, Measles CPE 6, HCT116 bCat-KO 92, Phagocytosis inh -1 and GALR2 antag -4.
`Cc1cccc2cc3c(N)c(C#N)sc3nc12` gave HCT116 PTEN-null 86, E-sel TNF inh 15, NPY Y2 blocker 4, MRP1 act 1.9, BB579 growth dn -26, Yeast life ext -18, Measles CPE 8, HCT116 bCat-KO 60, Phagocytosis inh -2 and GALR2 antag 20.
For COc1ccc(C2N3CC4(C)CN2CC(C)(C3)C4)cc1OC (configuration not stated) the results were HCT116 PTEN-null 101, E-sel TNF inh -24, NPY Y2 blocker 2, MRP1 act -1.4, BB579 growth dn -36, Yeast life ext -9, Measles CPE 6, HCT116 bCat-KO 104, Phagocytosis inh 0 and GALR2 antag 2.
For Cc1ccc(S(=O)(=O)NC(CC(=O)O)c2ccccc2)c(C)c1 (configuration not stated) the results were HCT116 PTEN-null 101, E-sel TNF inh 14, NPY Y2 blocker 0, MRP1 act -0.6, BB579 growth dn -66, Yeast life ext -5, Measles CPE 10, HCT116 bCat-KO 101 and GALR2 antag 6.
`COc1ccc(CNc2nc(-c3cccnc3)nn2C(=O)c2cccs2)cc1` gave HCT116 PTEN-null 93, E-sel TNF inh -20, NPY Y2 blocker 5, MRP1 act -0.1, BB579 growth dn 0, Yeast life ext -1, Measles CPE 3, HCT116 bCat-KO 96 and GALR2 antag -10.
For O=C1CSC(c2cccs2)N1c1ccccc1 (configuration not stated) the results were HCT116 PTEN-null 94, E-sel TNF inh 28, NPY Y2 blocker -1, MRP1 act -2.2, BB579 growth dn -37, Yeast life ext -21, Measles CPE 3, HCT116 bCat-KO 96 and GALR2 antag -2.
For CCOCCCNc1nc(=S)[nH]c2cc(OC)c(OC)cc12 the results were HCT116 PTEN-null 78, E-sel TNF inh 44, NPY Y2 blocker 5, MRP1 act -0.8, BB579 growth dn -30, Yeast life ext -1, Measles CPE 3, HCT116 bCat-KO 82, Phagocytosis inh -3 and GALR2 antag 4.
`Cc1nn(-c2ccccc2)c2c1C(c1ccco1)C(C#N)=C(N)O2` (configuration not stated) gave HCT116 PTEN-null 102, E-sel TNF inh 9, NPY Y2 blocker 1, MRP1 act -2.5, BB579 growth dn -33, Yeast life ext -12, Measles CPE 2, HCT116 bCat-KO 105, Phagocytosis inh 0 and GALR2 antag -1.
Screening CCN1CCN(Cc2c(O)ccc3c(=O)c(-c4ccccc4OC)coc23)CC1 returned HCT116 PTEN-null 87, E-sel TNF inh 8, NPY Y2 blocker 1, MRP1 act -4.8, BB579 growth dn -46, Yeast life ext -18, Measles CPE 19, HCT116 bCat-KO 85, Phagocytosis inh 7 and GALR2 antag -11.
CCn1c(SCC(=O)Nc2sc3c(c2C#N)CCC(C(C)(C)C)C3)nnc1-c1ccco1 (configuration not stated) was read as HCT116 PTEN-null 57, E-sel TNF inh -63, NPY Y2 blocker 0, MRP1 act -1.8, BB579 growth dn -57, Yeast life ext -6, Measles CPE 7, HCT116 bCat-KO 59 and GALR2 antag -6.
`O=C(O)c1ccccc1N/N=C\c1ccnc2ccccc12` gave HCT116 PTEN-null 78, E-sel TNF inh 5, NPY Y2 blocker 2, MRP1 act 3.9, BB579 growth dn -61, Yeast life ext -22, Measles CPE 14, HCT116 bCat-KO 89 and GALR2 antag 0.
For COc1ccc(-c2nn(-c3ccccc3)cc2/C=C(/C#N)C(N)=O)cc1[N+](=O)[O-] the results were HCT116 PTEN-null 90, E-sel TNF inh 3, NPY Y2 blocker 0, MRP1 act 0.1, BB579 growth dn -31, Yeast life ext -4, Measles CPE 5, HCT116 bCat-KO 95, Phagocytosis inh -3 and GALR2 antag 14.
CCCCOC(=O)Cn1cnc2ccc(Br)cc2c1=O was read as HCT116 PTEN-null 100, NPY Y2 blocker 2, MRP1 act -0.8, BB579 growth dn -31, Yeast life ext 15, Measles CPE 7, HCT116 bCat-KO 87, Phagocytosis inh -2 and GALR2 antag -8.
For CCOC(=O)N1CCN(C(=O)c2cn(-c3ccc(C)c(C)c3)c(=O)c3ccccc23)CC1 the results were HCT116 PTEN-null 101, E-sel TNF inh -40, NPY Y2 blocker 2, MRP1 act -1.2, BB579 growth dn -25, Yeast life ext -2, Measles CPE 18, HCT116 bCat-KO 94, Phagocytosis inh -2 and GALR2 antag 14.
For Cc1ncc(C23CC4CC(CC(C4)C2)C3)[nH]1 the results were NPY Y2 blocker 4, MRP1 act -1.2, BB579 growth dn -34, Yeast life ext 152*, Measles CPE 9, HCT116 bCat-KO 83, Phagocytosis inh -1 and GALR2 antag -4.
For NS(=O)(=O)c1cccc(NC(=O)CSc2ncc(C(F)(F)F)cc2Cl)c1 the results were HCT116 PTEN-null 66, NPY Y2 blocker -1, MRP1 act -2.3, BB579 growth dn -29, Yeast life ext -1, Measles CPE 16, HCT116 bCat-KO 86, Phagocytosis inh -3 and GALR2 antag -2.
CC1(C)NC(=O)N(CCOc2cccc(Cl)c2Cl)C1=O was read as HCT116 PTEN-null 88, E-sel TNF inh 4, NPY Y2 blocker 2, MRP1 act -1.8, BB579 growth dn -34, Yeast life ext -7, Measles CPE 16, HCT116 bCat-KO 89, Phagocytosis inh -1 and GALR2 antag 2.
Screening O=C(N/N=C/c1ccc(N2CCCCC2)o1)C(O)(c1ccccc1)c1ccccc1 returned HCT116 PTEN-null 89, E-sel TNF inh -6, NPY Y2 blocker 0, MRP1 act -2.7, BB579 growth dn -30, Yeast life ext 0, Measles CPE 12, HCT116 bCat-KO 95 and GALR2 antag -1.
Screening CCC(C)NS(=O)(=O)c1ccc(NS(C)(=O)=O)cc1 (configuration not stated) returned HCT116 PTEN-null 96, E-sel TNF inh -19, NPY Y2 blocker 1, MRP1 act -0.4, BB579 growth dn -56, Yeast life ext -13, Measles CPE 4, HCT116 bCat-KO 103, Phagocytosis inh 1 and GALR2 antag 3.
`CCOC(=O)Cn1c(=O)oc2cc(S(=O)(=O)NCc3ccccn3)ccc21` gave HCT116 PTEN-null 105, NPY Y2 blocker 1, MRP1 act -1.6, BB579 growth dn -25, Yeast life ext -2, Measles CPE 3, HCT116 bCat-KO 95, Phagocytosis inh 0 and GALR2 antag 1.
For O=C(NCc1ccco1)C(c1cccs1)N(Cc1ccccc1)C(=O)Cn1nnc2ccccc21 (configuration not stated) the results were HCT116 PTEN-null 78, E-sel TNF inh 18, NPY Y2 blocker 5, MRP1 act -1.0, BB579 growth dn -85, Yeast life ext -10, Measles CPE 5, HCT116 bCat-KO 82, Phagocytosis inh -1 and GALR2 antag 1.
